High-throughput results: PubChem, National Center for Advancing Translational Sciences (NCATS)
12-LOX inh – blocks human arachidonate 12S-lipoxygenase; Potency, µM (top dose mostly 108 µM), for the others: at the highest dose activity change, negative = inhibition, hits mostly inhibitors; purified 12hLO, xylenol orange hydroperoxide absorbance; P18054; hit rate 1.1% among 580,000; also: potency is read from the fitted curve at half-maximal effect; % is scaled to controls: 0 for no effect and ±100 for the full control effect
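Purified human 12hLO (150 nM final) in 25 mM Hepes, 0.01% Triton X-100, pH 7.0 was preincubated 15 min at room temperature with compound. Then 40 uM arachidonic acid was added, 30 min. Hydroperoxide was read by Fe-XO absorbance ratio 573/405 nm.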
GLS inhibitor – blocks human kidney-isoform glutaminase activity; AID 624170; GLS enzymatic activity, qHTS titration; O94925; hit rate 0.21% among 410,000; Potency, µM (highest dose often 45.5 µM), for the others: at the highest dose activity change, negative = inhibition, most hits filed as inhibitors; also: potency is read from the fitted curve at half-maximal effect; % is scaled to controls: 0 for no effect and ±100 for the full control effect
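hKGA in 45 mM KH2PO4 pH 8.2, 0.02% Tween-20 with pin-transferred compounds; 1 mM L-glutamine (stock) plus glutamate oxidase/HRP/Amplex Red coupling added. Fluorescence read initially and after 30 min at RT.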
HP1b binding inh – HP1-beta chromodomain-methylated histone interaction inhibition | P83916 | hit rate 0.56% among 390,000 | Potency, µM (top dose mostly 114 µM), inactives show at the top dose activity change, negative = inhibition, most hits filed as inhibitors | AlphaScreen HP1-beta / biotin-H3K9me3 peptide binding; also: potency is read from the fitted curve at half-maximal effect; nearly all actives have a fitted effect of over 70% in size; inactives centre near 23
Target sequence (P83916 whole entry, looked up): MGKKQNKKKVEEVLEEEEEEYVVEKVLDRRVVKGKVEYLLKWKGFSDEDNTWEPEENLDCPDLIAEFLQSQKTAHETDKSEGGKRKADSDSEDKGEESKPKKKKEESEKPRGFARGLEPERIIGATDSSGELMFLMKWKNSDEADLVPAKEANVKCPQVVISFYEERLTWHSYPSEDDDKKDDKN
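Compound inhibition of the preformed complex between 50 nM HP1-beta and 50 nM biotinylated H3K9me3 peptide was read by AlphaScreen. Buffer was PBS pH 7.4 with 0.01% Tween-20. Incubations ran 30 min at room temperature, with 10 ug/mL donor/acceptor beads.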
JMJD2A Tudor – blocks the human JMJD2A Tudor domain; hit rate 4.4% among 390,000; AlphaScreen JMJD2A-Tudor / H3K4me3 peptide binding; Potency, µM (doses to about 114 µM), without a hit: top-dose activity change, negative = inhibition, most hits filed as inhibitors; also: potency is read from the fitted curve at half-maximal effect; % is scaled to controls: 0 for no effect and ±100 for the full control effect; nearly all actives have a fitted effect of over 50% in size
ERG-DNA inh – blocks human ERG Ets domain binding to DNA | P11308 | fluorescence polarization, His-ERG Ets domain / labelled DNA | Potency, µM (doses to about 76.9 µM), inactives show at the highest dose FP activity, negative = inhibition, most hits filed as inhibitors | hit rate 0.028% among 370,000; active = well fitted inhibition curve with a large enough effect in the polarisation, with a control signal flat; inconclusive = small, poorly fitted or top-dose-only effect, or effect the other way, or a change in a side signal; inactive = no such curve, though single readings can be large or run the other way; the % refers to the polarisation;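 also: polarization taken with two DNA probes labelled with fluorescein and Texas red; potency is read from the fitted curve at half-maximal effect; % of control where 0% means no effect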
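His-tagged ERG Ets domain (1 uM in the protein solution; 300mM KCl, 50mM Tris-HCl, 1mM EDTA, 1mM DTT, pH 7.5) received compound, then a probe mix of 5 nM fluorescein-DNA and 100nM Texas-615-DNA. Fluorescence polarization was read for both dyes.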
BAZ2B inh – BAZ2B (human) inhibition. hit rate 4.4% among 360,000. AID 504333. AlphaScreen BAZ2B-H3K14Ac peptide displacement. Potency, µM (titrated, usually from 114 µM), without a hit: at the highest dose activity change, negative = inhibition, most hits filed as inhibitors. Q9UIF8; also: potency is read from the fitted curve at half-maximal effect; % is scaled to controls: 0 for no effect and ±100 for the full control effect; nearly all actives have a fitted effect of over 60% in size
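Compounds, titrated to a top concentration of 110 uM, were incubated 30 min at room temperature with preformed BAZ2B/acetyl-K14 H3 peptide complex (50 nM each). Proximity signal was measured by AlphaScreen after 20 min with beads.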
G9a block – inhibitors of human histone lysine methyltransferase G9a; Q96KQ7; G9a H3K9 monomethylation, AlphaScreen, 2 h; Potency, µM (top dose mostly 102 µM), for inactives: at the top dose activity, negative = inhibition, usual class: inhibitors; hit rate 8.8% among 350,000; also: potency is read from the fitted curve at half-maximal effect; % is scaled to controls: 0 for no effect and ±100 for the full control effect; nearly all actives have a fitted effect of over 75% in size
Target sequence (Q96KQ7 913-1193 limits assumed): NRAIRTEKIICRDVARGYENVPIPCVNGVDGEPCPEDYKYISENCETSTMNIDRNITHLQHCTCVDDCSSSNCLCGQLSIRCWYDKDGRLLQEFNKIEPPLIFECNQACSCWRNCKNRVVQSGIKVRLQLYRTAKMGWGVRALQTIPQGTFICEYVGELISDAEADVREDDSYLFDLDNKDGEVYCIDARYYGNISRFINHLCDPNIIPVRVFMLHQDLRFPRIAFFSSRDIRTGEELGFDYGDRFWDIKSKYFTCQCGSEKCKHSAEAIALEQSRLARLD
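Readings reflect AlphaScreen signal from monomethyl-H3K9 antibody detection. HMT at 20 nM; substrate b-H3K9 500 nM; cofactor SAM 20 uM; 2 h RT reaction; compounds tested as titrations in qHTS with 15 min preincubation.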
PI4K2A inh – PI4K2A (human) kinase inhibition | Q9BTU6 | purified PI4K2A, ADP-Glo luminescence, 1 h; hits give low values | activity change, negative = inhibition, % at 76.9 µM | hit rate 0.13% among 420,000; in the data active = activity change below about -50%; inconclusive = mostly about -30% to -49%;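 also: -100% = wells without enzyme as full effect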
Target sequence (Q9BTU6 whole entry, looked up): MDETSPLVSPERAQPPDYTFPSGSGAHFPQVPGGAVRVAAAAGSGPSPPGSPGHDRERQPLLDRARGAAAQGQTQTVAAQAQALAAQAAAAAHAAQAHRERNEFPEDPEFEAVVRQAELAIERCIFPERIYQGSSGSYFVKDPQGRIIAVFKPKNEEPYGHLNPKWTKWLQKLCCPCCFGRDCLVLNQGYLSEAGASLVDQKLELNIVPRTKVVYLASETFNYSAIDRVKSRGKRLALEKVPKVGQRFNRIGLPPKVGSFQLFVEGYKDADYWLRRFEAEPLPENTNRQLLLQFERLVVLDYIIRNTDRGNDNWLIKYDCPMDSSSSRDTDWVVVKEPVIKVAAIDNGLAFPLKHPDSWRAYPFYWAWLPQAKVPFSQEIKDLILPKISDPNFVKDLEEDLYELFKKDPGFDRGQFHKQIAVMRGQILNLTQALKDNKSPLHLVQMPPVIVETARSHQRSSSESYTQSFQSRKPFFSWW
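Compounds are screened against recombinant PI4K2A using PI as substrate and ATP, the latter dispensed at 300 microM. Reactions run one hour at ambient temperature before ADP-Glo detection; full inhibition defined by wells lacking enzyme.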
RGS4 inhibitor – blocks human RGS4-accelerated GTP hydrolysis | hit rate 0.039% among 390,000 | Potency, µM (highest dose often 114 µM), without a hit: at the highest dose activity change, negative = inhibition, hits mostly inhibitors | Transcreener GDP fluorescence polarization, RGS4-accelerated GTP hydrolysis; also: potency is read from the fitted curve at half-maximal effect; % is scaled to controls: 0 for no effect and ±100 for the full control effect; nearly all actives have a fitted effect of over 75% in size; some results filed as inactive show a strong effect at the top dose
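MLSMR compounds (23 nl, pin-transferred) preincubated 10 min at room temperature with a 500nM (2x) first reagent, then RGS4 at 900nM (2x) plus Transcreener GDP mix added; fluorescence polarization (620/688 nm) read before and after 90 min at 30 °C.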
Active calls of the source: *; ? = inconclusive; . = not tested or not shown; & = joins results of further samples; ! = a repeat was not active; [ ] = remark or other dose. Unless noted, calls follow the shape of the dose curve; as a rule, active = well fitted curve in the direction sought with a large enough effect; inconclusive = small, poorly fitted or top-dose-only effect, or another doubt; inactive = no such curve, though single readings can be large; an effect the other way counts as inactive or inconclusive. The list is partial; the hit share may differ from the screen's.

SMILES	12-LOX inh	GLS inhibitor	HP1b binding inh	JMJD2A Tudor	ERG-DNA inh	BAZ2B inh	G9a block	PI4K2A inh	RGS4 inhibitor
S=C(NCCc1ccccc1)NCc1ccccc1Cl	?	5%	23%	-7%	-5%	4%	14%[59 µM]	2	-2%
Cc1ccccc1OCc1nnc(SCc2cc(=O)[nH]c3ccccc23)o1	8%	5%	21%	-7%	-20%	3%	-46%[59 µM]	2	28%
C=CC[C@@H](CC(=O)N(CCO)Cc1ccccc1)C(=O)N[C@H](C)COC(=O)[C@@H](CC=C)Cc1ccc(F)cc1	13%	-4%	41%[activator]	-27%	2%	.	.	-2	0%
Cc1ccc(C(NC(N)=O)c2ccccc2)cc1 (stereo unspecified)	6%	-6%	40%[activator]	-10%	.	59%[activator]	56%[activator][59 µM]	-1	21%
CSc1ccccc1NC(=O)CN1CCCCC1	-11%	3%	20%	?	-2%	-9%	2%	2	19%
CCc1ccc(OCC(=O)Nc2ccc(-c3nc4ccccc4o3)c(O)c2)cc1	17%	-6%	47%	?	-17%	?	-42%[59 µM]	-3	-6%
Cc1cccc(N(CC(=O)Nc2ccc(-c3nc4ccc(C)cc4s3)cc2)S(C)(=O)=O)c1	-4%	-7%	46%[activator]	-4%	-1%	-7%	31%[0.501 µM]	-10	-10%
O=c1[nH]c(=S)[nH]cc1Oc1ccc(Cl)cc1	?	-14%	50%[activator]	?	0%	.	.	-4	-23%
Cc1ccc(C(C(=O)NCC2CCCO2)N(C(=O)c2snc(C(N)=O)c2N)c2ccccc2F)o1 (stereo unspecified)	-4%	3%	-5%	-19%	2%	-20%	3%	-9	26%
Cc1cc2nc3c(nc2cc1C)CCCC3	8%	-5%	19%	-13%	-13%	-18%	-15%	0	4%
CCOC(=O)c1ccccc1NC(=O)c1sc2nc(-c3ccc(F)cc3)cn2c1C	-20%	6%	13%[57 µM]	-18%	-5%	4%	0%[59 µM]	0	3%
O=C(CCCc1c[nH]c2ccccc12)N1CCCCCC1	31%[activator]	16%	17%	-24%	-16%	-10%	-13%	3	-10%
COc1cccc(-c2nc3c(C#N)c[nH]n3c2NC2CCCCC2)c1	34%[activator]	-13%	46%[activator]	-11%	-2%	-25%	?	-2	-11%
COc1ccc(CN2CN(c3ccc(Cl)cc3)C(=O)N(n3cnnc3)C2)cc1	4%	1%	12%	-14%	1%	-30%	3%[12.7 µM]	5	-10%
CN1CCc2cc3c(c4c2C1CC41CCC(=NO)CC1)OCO3 (stereo unspecified)	-18%	17%	20%	1%	9%	10%	6%[59 µM]	0	-5%
CCCC1OC23CCCCC2C(C#N)(C#N)C1(C#N)C(=N)O3 (stereo unspecified)	-16%	2%	28%	-23%	?	-3%	18µM*	3	-11%
Cn1c(SCC(=O)Nc2ccc(N3CCOCC3)cc2)nnc1C(F)(F)F	13%	27%	48%[activator]	3%	-6%	6%	?	2	-22%
COc1ccccc1OCCNC(=O)CNC(=O)c1ccc(C(C)(C)C)cc1	194%[activator]	-8%	-3%	-17%	4%	2%	-11%[2.33 µM]	-13	2%
O=[N+]([O-])c1ccccc1-c1ccc(C(=S)N2CCCCC2)o1	0%	-11%	50µM*	45µM*	-25%	25µM*	20µM*	1	-10%
Cc1ccccc1C(=O)NCCCCc1ccccc1	-11%	-5%	56%[activator]	9%	4%	-3%	17%[59 µM]	-5	-1%
Cc1ccc(NC(=O)Cn2nnc(C(=O)NCc3cccs3)c2N)cc1Cl	-13%&-28%	-7%&2%	30%&27%	-3%&0%	-8%&7%	-19%	-2%&5%[59 µM]	7&1	-38%&-34%
Cc1ccc(N2C(=O)C(O)(C(F)(F)F)C3=C2CC(C)(C)CC3=O)cc1 (stereo unspecified)	-9%	-6%	54%[activator]	1%	-6%	-2%	19%[59 µM]	0	-14%
CC(=O)Oc1ccc(C(C)=O)c2c1OCCO2	0%	-16%	12%	-12%	.	9%	-9%[12.7 µM]	-1	23%
Cc1ccc2c(c1)C(=C(C#N)C#N)C(=O)N2CCN1CCCCC1	0%	-1%	?	?	-2%	-14%	.	-7	-32%
CCN(CC)C(=S)SCC(=O)Nc1nc(-c2ccccc2)c(-c2ccccc2)o1	-7%	6%	-2%[57 µM]	-27%	14%	-1%	-10%[59 µM]	-4	-2%
O=C(c1cccnc1)N1C2C=CC(C2)C1(C(F)(F)F)C(F)(F)F (stereo unspecified)	-1%	-17%	-18%	71µM*	5%	?	-6%[59 µM]	2	-23%
Cc1ccc(C(=O)Nc2nnc(COc3ccccc3)s2)cc1	0%	-11%	35%	-10%	?	3%	11%	1	-16%
O=C(OCc1cc(=O)n2nc(-c3cccs3)sc2n1)c1ccccc1	-17%	-12%	-26%	-33%	6%	-32%	32%[59 µM]	-8	0%
CC(C)(C)NC(=O)COC(=O)c1ccc(Cl)nc1	5%	-8%	32%	1%	-11%	-4%	-30%	2	2%
COC(=O)C(C)Oc1ccc(=O)[nH]n1 (stereo unspecified)	5%	15%	37%	-3%	-1%	3%	-43%[59 µM]	-14	-1%
O=C(Nc1cc2c3c(c1)CC(=O)N3CCC2)c1cccc(F)c1	-20%	1%	23%	-14%	-8%	-21%	-8%	1	-16%
Cc1ccc(OCCC(=O)NCCc2ccc(S(N)(=O)=O)cc2)cc1	-18%	-4%	28%	7%	-2%	-7%	-7%[59 µM]	-2	3%
COc1ccc(C2c3c(oc4ccccc4c3=O)C(=O)N2CCCN2CCOCC2)cc1 (stereo unspecified)	.	.	25%	-3%	2%	.	.	-1	-34%
Cc1cc(C)cc(N2CC34C=CC(O3)C(C(=O)OCC(=O)NCc3ccco3)C4C2=O)c1 (stereo unspecified)	-1%	1%	0%	-34%	12%	.	4%[59 µM]	6	-10%
CCOC(=O)C1=C(C)N(c2ccc(C)cc2)C(=O)/C1=C\c1ccc(O)c(OC)c1	?	18%	?	8.9µM*	6%	45µM*	.	-7	?
CCOC(=O)CNC(=S)SC	122%[activator]	4%	6%	-7%	3%	5%	5%	-6	-14%
COc1ccccc1N1CCN(C(CNC(=O)C2CCCCC2)c2cccnc2)CC1 (stereo unspecified)	9%	9%	24%	-17%	3%	-2%	?	-11	22%
Cc1c(=O)n(OCc2ccc(Cl)cc2)c2ccccc2[n+]1[O-]	-11%	6%	30%	8%[11.4 µM]	15%	-17%	-5%	-2	-7%
Cc1ccc(-c2cc(C#N)c(=O)n(Cc3c(Cl)cccc3Cl)c2)cc1	-3%	14%	6%	-4%	-2%	8%	8%	2	-43%
Cc1ccc(NC(=O)C2CC(=O)NC(Nc3cccc(C)c3)=N2)cc1 (stereo unspecified)	0%	-9%	64%[activator]	-3%[11.4 µM]	-11%	1%	2%[12.7 µM]	-1	2%[11.4 µM]
COC(=O)c1ccccc1NC(=O)COC(=O)CSCC(=O)N1CCOCC1	-2%	-1%	19%	-19%	-5%	0%	-16%[59 µM]	2	?
NC(=O)c1ccc(N2CCOCC2)nc1	-1%	15%	31%	-2%	0%	-19%	-10%	5	-5%[11.4 µM]
Cc1ccc(NC(=O)CC(O)(C(F)(F)F)C(F)(F)F)cc1	-4%	-4%	44%[activator]	45%[activator]	1%	9%	13%	3	18%
COc1cc(NC(=O)COc2ccccc2[N+](=O)[O-])ccc1NC(=O)c1ccco1	-11%	2%	27%	-12%	-3%	-16%	63%[activator]	-7	-11%
CC(C)N1C(=O)/C(=C\c2nc3ccccc3c(=O)n2-c2ccccc2)c2ccccc21	-6%	-1%	?	35µM*	.	10µM*	?	4	-28%
Cc1ccccc1CC1SC(N)=NC1=O (stereo unspecified)	-1%	3%	21%	-13%	6%	-20%	32µM*	6	6%
Cc1cc(=O)n2nc(N3CCC(C(=O)NCCc4ccc(Cl)cc4)CC3)sc2n1	2%	-4%	35%	-6%	11%	-2%	.	2	7%
CCC(=O)Nc1sc2c(c1C#N)CC(C)(C)NC2(C)C	?	7%	28%	-6%	-7%	10%	17%	5	-9%
O=C(O)c1cccc(Nc2nc3ccccc3nc2NS(=O)(=O)c2cccs2)c1	?	8%	37%	-15%	2%	-5%[57.1 µM]	45µM*	-6	-11%
O=S(=O)(c1cccc2c(Cl)cccc12)N1CCCNCC1	?	.	.	.	.	.	19µM*!	-5	-3%[56.9 µM]
S=C(NCCc1ccccn1)NC1CCCCC1	21%	9%	28%	-4%	-3%	-3%	-5%[59 µM]	2	-7%
COC(=O)c1sccc1S(=O)(=O)NC(C)c1cnn(-c2ccc(OC)cc2)c1C (stereo unspecified)	21%	-2%	21%	3%	-12%	0%	81%[activator]	-2	8%
COc1ccc(CNC(=O)c2cc3cc4cc(OC)ccc4nc3o2)cc1	-23%	-3%	35%	-14%	14%	.	8%[59 µM]	-1	-26%
CC1CCc2sc(C(=O)NC3CCCCC3)cc2C1 (stereo unspecified)	496%[activator]	2%	48%[activator]	10%	-11%	6%	30%[59 µM]	-3	24%
